Screening data as filed in PubChem.
KB-3-1 cytotox = KB-3-1 parental cell cytotoxicity; KB-3-1 viability, CellTiter-Glo ATP luminescence, 72 h; Potency, µM (highest dose often 46.1 µM), inactives show at the top dose activity change, negative = cytotoxic, most hits filed as cytotoxic; 400,000 tested, 1.4% active; AID 1347075; further: potency means the concentration at half of the fitted maximal effect; on the % scale 0 is the no-effect control and ±100 the full control effect; nearly all actives have a fitted effect of over 60% in size
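Cytotoxicity in the drug-sensitive parental line KB-3-1 was scored as loss of CellTiter-Glo luminescence following 72 h incubation with compound. Values come from curve fitting of normalized concentration-response data.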
S2 tox = reduces viability in counter-screen for ATXN expression inhibitors. S2 cells (HEK-293 line with an ATXN2-luciferase reporter) viability, CellTiter-Fluor protease fluorescence, 24 h. Potency, µM (top dose mostly 56.7 µM), most hits filed as cytotoxic. 400,000 tested, 0.49% active; further: potency means the concentration at half of the fitted maximal effect; nearly all actives have a fitted effect of over 40% in size
IL1B secr inh = blocks inflammasome-driven IL-1 beta release. THP-1 LPS/ATP IL-1B secretion, AlphaLISA, 16 h; active compounds read low. activity change, % at 57.5 µM. 360,000 tested, 4.7% active; in the data active means activity change below about -50%; inconclusive means mostly about -30% to -49%; further: on the % scale 0 is the no-effect control and ±100 the full control effect
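THP-1 cells pretreated 1 hr with compounds (up to 57.5 uM final), then stimulated with LPS (250 ng/mL final) plus ATP (1.25 mM final); secreted IL-1B measured by AlphaLISA after 16 hr, decreased signal indicating inhibition.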
SW480 rereplic = DNA re-replication induction in SW480 cells; 340,000 tested, 1.8% active; Potency, µM (series often up to 46.1 µM), without a hit: at the highest dose re-replication activation, actives largely listed as activators; SW480 DNA re-replication, Hoechst DNA content imaging, 48 h; further: potency means the concentration at half of the fitted maximal effect; % of control where 0% means no effect; nearly all actives have a fitted effect of over 55% in size
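250 cells/well; 23 nL cpd via pin tool; 48 hr, 37 C, 5% CO2; Hoechst 40 min; imager read of total nuclear intensity, ex 405/em 500-530 nm.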
HepG2 viability = counter-screen for TGF-b inhibitors: cytotoxicity in HepG2 cells; HepG2 CAGA-GFP viability, ATP luminescence, 18 h; Potency, µM (highest dose often 46.1 µM), for inactives: top-dose activity change, negative = cytotoxicity, usual class: cytotoxic; 410,000 tested, 0.76% active; AID 588856; further: potency means the concentration at half of the fitted maximal effect; some results filed as inactive show a strong effect at the top dose
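HepG2 CAGA-GFP cells (1000/well, DMEM with 1% FBS) received compound, then TGF-beta at 500 pg/mL final, and were incubated 18 hours at 37 degrees C. Viability was read by CellTiter-Glo luminescence. Media-only wells were set as complete cell-killing and DMSO as no toxicity.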
ATXN2 expr inh = ATXN2 expression inhibition; Potency, µM (titrated, usually from 57 µM), inactives show at the highest dose activity change, negative = inhibition, most hits filed as inhibitors; HEK-293 ATXN2-luciferase reporter, luminescence, 24 h; 360,000 tested, 0.72% active; AID 1745845; further: potency means the concentration at half of the fitted maximal effect; on the % scale 0 is the no-effect control and ±100 the full control effect; nearly all actives have a fitted effect of over 55% in size
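qHTS (up to 57 uM final) was run with 24 h compound exposure of reporter cells at 37 °C. Each well was multiplexed: SteadyGlo luminescence measured ATXN2-luciferase expression after a fluorogenic Gly-Phe-AFC viability readout (25 uM final).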
MCF10A rereplic = inducers of DNA re-replication in MCF 10A breast cells; 350,000 tested, 2.9% active; Potency, µM (highest dose often 46.1 µM), without a hit: top-dose activity, positive = re-replication, hits mostly activators; MCF 10A DNA re-replication, Hoechst nuclear intensity, 48 h; further: potency means the concentration at half of the fitted maximal effect; % of control where 0% means no effect; nearly all actives have a fitted effect of over 50% in size
HT1080 IDH1KD tx = HT-1080 IDH1 knockdown cell toxicity (counter line); HT-1080 IDH1 knockdown viability, ATP luminescence, 48 h; Potency, µM (series often up to 46.1 µM), inactives show top-dose activity, negative = toxicity, actives largely listed as cytotoxic; 360,000 tested, 2% active; AID 686971;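 further: potency means the concentration at half of the fitted maximal effect; 0% = DMSO wells and -100% = cell-free medium wells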
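IDH1KD HT-1080 cells, 750/well, RPMI + 5% FBS; compound pinned after 2 h settling; 48 h, 37 °C; CellTiter-Glo luminescence; % activity normalised to DMSO and no-cell wells; curves fitted, classed by r2 and efficacy.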
HT1080-NT tox = kills 2HG-producing HT-1080-NT fibrosarcoma cells | HT-1080-NT fibrosarcoma viability, CellTiter-Glo ATP luminescence, 48 h | Potency, µM (top dose mostly 46.1 µM), inactives show at the highest dose activity, negative = less viability, usual class: cytotoxic | 360,000 tested, 1.6% active | AID 686970;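 further: NT is the 2HG producing partner of a matched IDH1 knockdown line; potency means the concentration at half of the fitted maximal effect; 0% = DMSO-treated cells and -100% = media-only wells without cells; nearly all actives have a fitted effect of over 55% in size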
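Toxicity toward the 2HG-producing NT line was scored as %Activity, normalised to DMSO and no-cell wells, from CellTiter-Glo luminescence after 48 hours' treatment.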
* hit, by the source's call; i = inactive; ? = inconclusive; nt = no result given; [ ] = another dose, or the depositor's remark. Unless noted, the call rests on the fitted dose curve; in most records, active means well fitted curve in the direction sought with a large enough effect; inconclusive means small, poorly fitted or top-dose-only effect, or another doubt; inactive means no such curve, though single readings can be large; an effect the other way counts as inactive or inconclusive.

SMILES	KB-3-1 cytotox	S2 tox	IL1B secr inh	SW480 rereplic	HepG2 viability	ATXN2 expr inh	MCF10A rereplic	HT1080 IDH1KD tx	HT1080-NT tox
Cc1cccc(-n2ncc3c(NCCCn4ccnc4)ncnc32)c1	2%	i	-10	-4%	2%	33%	14%	-5%	0%
O=C(COC(=O)/C=C/c1ccc(F)cc1)NCc1cccs1	15%	i	-2	-8%	1%	-6%	1%	11%	-18%[9.24 µM]
COc1ccc(NC(=O)COC(=O)Cc2c[nH]c3ccccc23)cc1OC	-6%	i	19	-11%	-1%	12%	-1%	1%	7%
COCCOC(=O)C1=C(C)NC(=O)NC1c1c(F)cccc1Cl (configuration not stated)	12%	i	5	-2%	3%	-7%	-13%	8%	9%
CCC(NC(=O)c1ccncc1)c1ccccc1 (configuration not stated)	1%	i	40	?	6%	-2%	9%	-2%	7%
C[C@]12C=CC(=O)C=C1CC[C@@H]1[C@@H]2[C@@H](O)C[C@@]2(C)[C@H]1CC[C@]2(O)C(=O)COC(=O)CCC(=O)NCCc1ccc(O)cc1	-4%	i	-56*	-7%	5%	7%	-1%	?	?
O=C(NCc1ccco1)c1cc(-c2cccs2)nc2ccccc12	-5%	i	16	nt	-15%	-2%	13%	-11%	-10%
CC1(C)Cc2c(C#N)c(SCC(=O)c3ccccc3)nc(N3CCOCC3)c2CO1	?	i	-4	?	1%	-14%	?	-10%	5%
CCOc1ccccc1CN1CCN(Cc2ccc(C)o2)C(CCO)C1 (configuration not stated)	1%	?	-7	6%	-4%	nt	9%	0%	0%
CCc1ccc(-n2c(SCc3ccccc3Cl)nc3[nH]ncc3c2=O)cc1	-10%	?	nt	nt	-99%	?	nt	nt	nt
COC(=O)Cc1ccc(NC(=S)Nc2ccccn2)cc1	-17%	i	26	-16%	-14%	3%	5%	1%	10%
Nc1nc2ccc(Cl)cc2cc1C(=O)NCCc1ccc(O)cc1	?	nt	-7	nt	nt	nt	nt	?	-15%
COc1ccc(OC)c(NC(=O)c2cnc(Nc3ccccc3OC)c3ccccc23)c1	7.3µM*	i	-10	3.3µM*	-1%	-22%	24%	?	?
CCOC(=O)c1c(NC(=O)CCS(=O)(=O)c2ccccc2)sc2c1CCN(C(C)C)C2	nt	?	-80*	?	-64%	6%	?	11%	10%
CN1CCN(S(=O)(=O)c2ccc(-c3noc(C4CCN(S(C)(=O)=O)CC4)n3)cc2)CC1	-7%	?	20	1%	0%	-6%	1%	9%	11%
Fc1ccccc1N1CCN(CC2CC3C=CC2C3)CC1 (configuration not stated)	-20%	i	12	-1%	-5%	-26%	6%	1%	-1%
Cc1ccc(-c2csc(C(C)(O)c3ccc(F)c(F)c3)n2)cc1C (configuration not stated)	-11%	i	5	nt	-58%	-35%	nt	?	?
Cc1cccc(C)c1OCC(O)CNC(C)(C)C (configuration not stated)	-2%	i	-8	-2%	-11%	-3%	1%	3%	9%
O=C(/C=C\N1CCOCC1)c1ccc(Br)cc1	-7%	i	-8	2%	-19%	3%	5.8µM*	-3%	-3%
O=C1OC(N2C(=O)CC[C@H]2C(=O)Nc2ccc3c(c2)OCO3)c2ccccc21 (some centres not stated)	0%	i	4	-3%	3%	2%	-1%	5%	9%
O=C(NN1CCCCC1)c1cccc(COc2ccc(Cl)cc2)c1	-4%	?	-3	-5%	0%	23%	12%	8%	6%
C=CCc1c(C)nc2cc(-c3ccc(C)cc3)[nH]n2c1=O	-13%	i	10	2%	2%	nt	-1%	1%	-1%
COC(=O)c1cc(NS(=O)(=O)c2ccc(N3CCCCC3)c([N+](=O)[O-])c2)cc(C(=O)OC)c1	2%	i	-1	0%	4%	-8%	14%	-5%	-12%
OCCn1ccc(-c2ccccc2OCc2ccc(F)cc2)n1	-2%	nt	-8	-2%	-8%	-4%	14%	3%	-9%
Cc1cc(C)n2nc(SCC(=O)Nc3ccccc3F)nc2n1	7%	i	-9	-7%	7%	-12%	-2%	2%	5%

Next structures follow.
SMILES	KB-3-1 cytotox	S2 tox	IL1B secr inh	SW480 rereplic	HepG2 viability	ATXN2 expr inh	MCF10A rereplic	HT1080 IDH1KD tx	HT1080-NT tox
COc1ccc(C)cc1C(=O)CCC(=O)NC1CCCCC1	12%	i	-13	?	2%	7%	-26%	21%	19%
Cc1ccc(Cn2cc(/C=N/NC(=O)Cc3nnc(NC(=O)c4ccc(C)cc4)s3)c3ccccc32)cc1	-15%	i	-17	1%	3%	nt	-2%	5%	8%
CCCc1nn(C)c(C(=O)Nc2ccc(C)c(C)c2)c1Cl	-1%	i	17	12%	-25%	54%[activator]	11%	0%	-3%
CC1CCN(C(=O)c2cc3nc(C4CC4)cc(C(F)(F)F)n3n2)CC1	-2%	i	59	-10%	-39%	-1%	9%	-2%	-5%
Cc1ccc(C(=O)COC(=O)CCN2C(=O)C3C4CC(C(Br)C4Br)C3C2=O)cc1 (configuration not stated)	9%	i	36	-4%	2%	8%	10%	10%	18%
O=C(Cc1ncon1)Nc1ccc(F)c(F)c1F	-5%	i	14	2%	24%	3%	-1%	1%	3%
CN(CCO)C1=CC(=O)CC(C)(C)C1	11%	i	0	-3%	-17%	-10%	5%	-3%	10%
COc1cccc2c1OCC(CN1CCN(C3CCCCC3)C(CCO)C1)=C2 (configuration not stated)	3%	i	18	-9%	-14%	-11%	-2%	20%	15%
CC(=O)N1CCC(N(CCN2CCOCC2)C(=S)Nc2cccc(C)c2)CC1	0%	i	38	-93%	-2%	9%	0%	12%	13%
CN1CCN(S(=O)C23CC4CC(CC(C4)C2)C3)CC1 (configuration not stated)	-8%	i	0	-8%	31%	-9%	-2%	-5%	-16%
O=C(COC(=O)CCc1c[nH]c2ccccc12)Nc1cccc(Cl)c1	1%	i	9	nt	-28%	nt	nt	-1%	0%
COc1ccc(NC(=O)c2ccsc2NC(C)=O)cc1	10%	i	21	?	15%	39%[activator]	-8%	1%	8%
S=C(NCCSCc1ccc(Cl)cc1Cl)Nc1ccccc1	?	i	-15	8%	-63%	-10%	?	?	?
CN(CC(=O)Nc1cccc(F)c1)C(=O)c1cc(-c2ccco2)nc2ccccc12	-5%	i	-10	?	-14%	5%	?	-7%	-9%
C#CCOCCOCCOCCNc1nc(N2CCN(C(=O)CCCCCCCCCCNC(=O)[C@H](CCCCN)n3cc(CCCC(=O)O)nn3)CC2)nc(N2CCN(C(=O)CCCCCCCCCCNC(=O)[C@H](CCCCN)n3cc(CCCC(=O)O)nn3)CC2)n1	11%	i	-3	0%	-2%	-30%	2%	-25%	3%
CC(=O)N1CCC(C(=O)OCc2ccccc2F)(c2ccccc2)CC1	?	i	9	-10%	9%	-9%	0%	-8%	?
COc1ccc(F)cc1S(=O)(=O)NCC(c1ccc2c(c1)OCO2)N1CCN(C)CC1 (configuration not stated)	10%	i	-17	-14%	3%	0%	0%	2%	3%
c1ccc2nc(-c3ccc(-n4ccnc4)cc3)ccc2c1	-26%	i	-4	2%	-30%	45%[activator]	11%	9%	0%
COc1ccc(C2CC(c3cccs3)=NN2C(=O)CSc2nc3c(cnn3-c3ccccc3)c(=O)[nH]2)cc1 (configuration not stated)	?	i	16	0%	-14%	-9%	-2%	5%	0%
CCCS(=O)(=O)NC(=O)C1(C)CCN(C(=O)c2ccccc2OC(F)(F)F)C1 (configuration not stated)	0%	i	14	nt	-14%	15%	nt	2%	10%
COc1ccc(NC(=O)CN2CCC(C)CC2)c([N+](=O)[O-])c1	-4%	i	?	2%	-19%	47%[activator]	-5%	6%	14%
O=C(Nc1ccc(Br)cc1)c1cc(-c2ccncc2)nc2ccccc12	?	i	13	16µM*	0%	-25%	?	8.2µM*	6.5µM*
CCCCCCCC(=O)NN1CCOCC1	-3%	i	0	-4%	0%	6%	3%	16%	17%
O=C1CCCN1c1ccc(S(=O)(=O)Nc2ccc3c(c2)OCCO3)cc1	18µM*	i	-10	-2%	0%	-18%	1%	?	5µM*
Cc1oc2ccc(O)c(CN3CCOCC3)c2c1C(=O)Nc1cccc(C(F)(F)F)c1	16%	i	nt	nt	-23%	-12%	nt	nt	nt

(continued)
SMILES	KB-3-1 cytotox	S2 tox	IL1B secr inh	SW480 rereplic	HepG2 viability	ATXN2 expr inh	MCF10A rereplic	HT1080 IDH1KD tx	HT1080-NT tox
O=C(Cc1ccc(F)cc1)N/N=C/c1ccncc1	7%	i	1	-6%	-6%	2%	-3%	14%	5%
CN(CC(CC(=O)Nc1nncs1)c1ccccc1)S(=O)(=O)c1ccc(Br)cc1 (configuration not stated)	5%	i	32	6%	-15%	-7%	8%	0%	-2%
CCNC(=S)N(CCCN(CC)CC)Cc1cc2cc3c(cc2[nH]c1=O)OCO3	-15%	i	?	5%	0%	3%	3%	1%	5%
COC(=O)/C(C(C)=O)=C(/C=C/C=C/N(C)C)N(C)C	5%	?	20	-7%	1%	2%	-9%	0%	8%
COC(=O)c1ccc(NC(=O)C(=O)NCCc2csc(-c3ccc(F)cc3)n2)cc1	2%	i	nt	nt	-20%	-8%	nt	nt	nt
COC(=O)c1cc(C)nc2c1c(C)nn2-c1ccccc1	0%	i	13	-1%	13%	nt	9%	6%	5%
CCN(CC)CCNC(=O)c1cn(CC)c2cc(N3CCN(C)CC3)c(F)cc2c1=O	-13%	i	-27	-11%	-15%	-21%	?	-16%	-15%
